# Bioassay records deposited in PubChem BioAssay by National Center for Advancing Translational Sciences (NCATS).
# TrxR1 substrate: rat thioredoxin reductase 1 substrate activity; O89049; purified TrxR1 substrate turnover, NADPH consumption readout; Potency, µM (top dose mostly 114 µM), without a hit: at the highest dose activity change, negative = substrate turnover; 390,000 compounds, 0.01% hits; AID 588456; further: potency means the concentration at half of the fitted maximal effect; on the % scale 0 is the no-effect control and ±100 the full control effect; nearly all actives have a fitted effect of over 50% in size
#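 Rat TrxR1, dispensed at 90 nM, was prereduced with 400 uM NADPH (final) for 5 min at ~22 deg C, then incubated with compound 15 min before 400 uM selenite. A first-read NADPH fluorescence drop versus no-compound background flagged substrates.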
# PI4K2A inh: PI4K2A (human) kinase inhibition; activity change, negative = inhibition, % at 76.9 µM; Q9BTU6; purified PI4K2A, ADP-Glo luminescence, 1 h; active compounds read low; 420,000 compounds, 0.13% hits; in the data active means activity change below about -50%; inconclusive means mostly about -30% to -49%;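 further: -100% = wells without enzyme as full effect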
#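 ADP-Glo luminescence measured ADP generated by PI4K2A enzyme (4 ug/mL before mixing) with 1.2 mM PI substrate (pre-mix) and 300 microM ATP (pre-mix). Tris pH7.5 buffer with MgCl2, Triton X-100; 1 h reaction at ambient temperature.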
# USP1-UAF1 inh: inhibitors of human USP1/UAF1 deubiquitinase. recombinant USP1/UAF1, Ub-Rhodamine cleavage fluorescence. Potency, µM (highest dose often 57.1 µM), for inactives: top-dose activity change, negative = inhibition, actives largely listed as inhibitors. 390,000 compounds, 0.23% hits; further: potency means the concentration at half of the fitted maximal effect; on the % scale 0 is the no-effect control and ±100 the full control effect; nearly all actives have a fitted effect of over 60% in size; inactives centre near -12
# Target sequence (O94782 whole entry, looked up): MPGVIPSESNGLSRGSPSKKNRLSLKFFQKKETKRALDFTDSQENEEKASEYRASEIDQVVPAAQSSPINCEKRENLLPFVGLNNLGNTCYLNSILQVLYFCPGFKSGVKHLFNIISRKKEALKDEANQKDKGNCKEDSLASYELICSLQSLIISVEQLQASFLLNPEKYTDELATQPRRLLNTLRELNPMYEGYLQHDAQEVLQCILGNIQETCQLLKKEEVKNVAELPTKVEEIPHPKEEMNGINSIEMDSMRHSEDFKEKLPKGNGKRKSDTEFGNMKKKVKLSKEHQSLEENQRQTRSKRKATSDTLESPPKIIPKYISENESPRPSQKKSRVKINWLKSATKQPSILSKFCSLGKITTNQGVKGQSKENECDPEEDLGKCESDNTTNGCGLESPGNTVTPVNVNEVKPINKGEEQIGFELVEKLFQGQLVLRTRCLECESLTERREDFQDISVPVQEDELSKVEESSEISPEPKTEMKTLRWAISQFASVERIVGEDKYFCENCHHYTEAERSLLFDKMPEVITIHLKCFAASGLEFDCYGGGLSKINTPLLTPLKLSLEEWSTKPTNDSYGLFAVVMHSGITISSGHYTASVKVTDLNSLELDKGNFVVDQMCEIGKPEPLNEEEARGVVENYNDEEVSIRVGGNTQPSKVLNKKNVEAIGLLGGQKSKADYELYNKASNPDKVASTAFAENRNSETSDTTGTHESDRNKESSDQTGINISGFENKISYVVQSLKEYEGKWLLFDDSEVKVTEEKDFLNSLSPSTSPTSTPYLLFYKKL
#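 USP1/UAF1 complex at 1 nM was preincubated with compound for 15 min at room temperature, then Ub-Rho substrate (150nM final) was added. Fluorescence (480/540 nm) was read kinetically, 6 reads every 60 seconds.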
# LDHA inh: inhibitors of human lactate dehydrogenase A; P00338; purified LDHA, NADH/diaphorase-resazurin fluorescence; active compounds read low; activity change, % (values are at about 110 or 230 µM); 480,000 compounds, 0.15% hits; in the data active means activity change below about -30%; inconclusive means mostly about -25% to -30%;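 further: plate controls were DMSO wells for no effect and wells without enzyme for full effect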
#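 Human LDH5 (2 nM) was incubated with 0.06 mM NADH and 0.2 mM pyruvate for 5 min at room temperature in Tris pH 7.4. Remaining NADH was coupled through diaphorase/resazurin, and resorufin fluorescence was read at 0 and 20 min.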
# Vif-APOBEC3F blk: Vif-A3F binding inhibition | HeLa A3F-eYFP + Vif (tagged APOBEC3F with the HIV-1 protein that degrades it), YFP fluorescence increase | Potency, µM (doses to about 46.1 µM), without a hit: at the top dose activity, negative = active | 390,000 compounds, 0.2% hits; further: potency means the concentration at half of the fitted maximal effect; % of control where 0% means no effect; nearly all actives have a fitted effect of over 65% in size
#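 Fluorescence increase (Ex 488/Em 500-530) after overnight compound treatment at 37 deg C flags inhibition of Vif-driven A3F-eYFP loss in stable HeLa A3F-eYFP/Vif cells seeded overnight beforehand.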
# Vif-APOBEC3G blk: blocks the Vif interaction with human APOBEC3G; 410,000 compounds, 0.076% hits; HeLa A3G-eYFP + Vif (tagged APOBEC3G with the HIV-1 protein that degrades it), YFP fluorescence, overnight; Potency, µM (titrated, usually from 46.1 µM), inactives show top-dose activity, negative = active, actives largely listed as inhibitors; AID 602310; Q9HC16;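 further: potency means the concentration at half of the fitted maximal effect; on the % scale 0 is the no-effect control and ±100 the full control effect; nearly all actives have a fitted effect of over 60% in size; hits raise eYFP signal because A3G escapes Vif-driven loss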
#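 Read-out is eYFP fluorescence (Ex 488/Em 500-530) from Vif-expressing HeLa A3G-eYFP cells; more signal means A3G escaped Vif-mediated degradation. Cells plated overnight, compound pinned in, incubated overnight at 37 deg C.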
# RXFP1 agonist: agonists of human relaxin receptor RXFP1; Q9HBX9; HEK293T-RXFP1 cAMP TR-FRET, 30 min; response scale: percent of porcine relaxin response, buffer zero; Potency, µM (titrated, usually from 57.5 µM), without a hit: at the highest dose activation, actives largely listed as activators; 370,000 compounds, 0.3% hits; further: potency means the concentration at half of the fitted maximal effect; on the % scale 0 is the no-effect control and ±100 the full control effect; nearly all actives have a fitted effect of over 60% in size; many of its hits are not listed in these tables
#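 HEK293T cells stably expressing RXFP1 were pretreated with the PDE4 inhibitor Ro 20174, exposed to compounds for 30 min at 37C, lysed, and cAMP was read by TR-FRET. Data normalized to buffer (basal) and 29 nM porcine relaxin (100%).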
# GRP78 ERSR act: induces the endoplasmic reticulum stress response in human glioma cells; U87-MG GRP78 promoter luciferase reporter, 16 h; Potency, µM, for inactives: at the top dose activation, most hits filed as activators; 420,000 compounds, 0.02% hits; AID 602332; further: potency means the concentration at half of the fitted maximal effect; series mostly up to about 76 µM; % of control where 0% means no effect; nearly all actives have a fitted effect of over 35% in size
#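 ERSR induction read as luciferase luminescence (Bright-Glo, 10 min at room temperature) in stably transfected human U87-MG glioma cells exposed to compounds for 16 h, using GRP78 as sensor.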
# mIDH1 inhibitor: human IDH1 R132H inhibition; O75874; IDH1-R132H enzyme, NADPH consumption, diaphorase/resazurin fluorescence; Potency, µM (doses to about 76.6 µM), without a hit: top-dose activity change, negative = inhibition, actives largely listed as inhibitors; 390,000 compounds, 0.093% hits; further: potency means the concentration at half of the fitted maximal effect; on the % scale 0 is the no-effect control and ±100 the full control effect; nearly all actives have a fitted effect of over 65% in size
#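 IDH1-R132H (0.5 ug/mL dispensed) in pH 7.5 Tris buffer was preincubated 30 min with compound, then given a substrate mix of 0.016 mM NADPH and 2 mM alpha-KG for 80 min at room temperature; remaining NADPH was read by diaphorase/resazurin fluorescence.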
# The depositor's hits bear a star; ? = inconclusive; . = no result given; & = joins results of further samples; [ ] = another dose, or the depositor's remark. Unless noted, the call rests on the fitted dose curve; in most records, active means well fitted curve in the direction sought with a large enough effect; inconclusive means small, poorly fitted or top-dose-only effect, or another doubt; inactive means no such curve, though single readings can be large; an effect the other way counts as inactive or inconclusive. Only part of the results is shown, so the mix of outcomes need not match the whole.
no. | compound | TrxR1 substrate | PI4K2A inh | USP1-UAF1 inh | LDHA inh | Vif-APOBEC3F blk | Vif-APOBEC3G blk | RXFP1 agonist | GRP78 ERSR act | mIDH1 inhibitor
1 | Cc1cc(C)n(CC(=O)n2c3c(c4ccccc42)CCCC3)n1 | -6%[57.1 µM] | 9 | -10% | -2 | -5% | 0% | -0.3% | -6% | 4%
2 | COc1cc2c3c(c1OC)C1(C=CC(=NNC(N)=O)C=C1)CC3N(C(C)=O)CC2 (stereo not drawn) | -2% | -7 | -5% | -9 | 2% | 0% | 5.2% | 0% | 1%
3 | O=C(Nc1cccc2nsnc12)c1ccc(-c2ccc(Br)cc2)o1 | 13% | ? | -13% | 16 | -4% | -12% | -0.8% | -2% | 13%
4 | O=C(NCCOc1ccccc1)C1Nc2ccc(OC(F)(F)F)cc2C2C=CCC12 (stereo not drawn) | -2% | -3 | -18% | 0 | -4% | 1% | . | -3% | -11%
5 | COCCN(CCOC)Cc1cc(=O)oc2ccc3ccccc3c12 | . | -3 | . | -1 | . | 1% | . | -2% | .
6 | COc1ccc(OC)c(NC(=O)CSc2nccn2Cc2ccco2)c1 | -1% | -2 | -2% | -5 | 2% | -5% | 0.9% | 5% | 6%
7 | Clc1ccc(/C=N/Nc2nn[nH]n2)cc1 | -16% | -9 | -12% | -8 | -8% | 0% | 0.2% | -7% | 6%
8 | Cc1ccc(C23CC4CC(CC(NC(=O)NN)(C4)C2)C3)cc1 | 4% | -8 | -28% | 1 | -2% | 2% | 1.1% | -2% | 4%
9 | CCOC(=O)c1ccc(CS(=O)c2ccc(Cl)cc2)o1 (stereo not drawn) | 11% | 0 | 0% | -1 | -2% | 2% | -4.2% | 1% | 1%
10 | CCOC(=O)c1c(NC(=O)C(C)Sc2cn(CCNC(=O)c3c(F)cccc3F)c3ccccc23)sc2c1CCC2 (stereo not drawn) | 11%[11.4 µM] | 6 | -34% | -2 | -4% | -8% | -1.0% | -2% | -7%
11 | COc1cc(C=NN2CCCCC2)cc(OC)c1OC | . | 5 | -22% | -3 | 5% | -1% | . | 0% | 1%
12 | COc1ccc(S(=O)(=O)Nc2cccc(-c3ccc(N4CCCCC4)nn3)c2)cc1F | 6%[57.1 µM] | -9 | -17% | 3 | 5% | -2% | 1.6% | -1% | 9%
13 | O=C(CN1C(=O)CC(c2ccco2)Sc2ccccc21)NC1CCCCC1 (stereo not drawn) | -2% | -8 | -6% | 0 | 0% | -3% | -0.5% | 1% | -2%
14 | O=C(O)CCCCCNS(=O)(=O)c1ccc2c3c(cccc13)C(=O)N2 | 61%[activator][57.1 µM] | 0 | 0% | 3 | 8% | -6% | 22% | -3% | 10%
15 | COc1cccc(CC(NC(C)=O)C(=O)NC2CCN(c3nnnn3-c3ccccc3)CC2)c1OC (stereo not drawn) | -7% | 1 | -7% | -1 | 8% | 0% | 3.0% | -7% | -1%
16 | COc1ccc(CNC(=O)CCc2nc3cc(S(=O)(=O)N(C)C)ccc3n2C)cc1OC | 4%[57.1 µM] | -3 | -5% | -2 | -2% | 4% | 2.2% | 6% | 1%
17 | COc1ccc(CCN2C(=O)NC(NC(=O)c3ccccc3OC)(C(F)(F)F)C2=O)cc1OC (stereo not drawn) | -5% | 4 | -29% | -1 | -1% | -1% | 0.3% | -3% | -9%
18 | CC(C)(C)[C@@H]1COC(=O)[C@H](Cc2ccc(F)cc2)CC/C=C\C[C@@H](CC(=O)N(CCO)Cc2ccccc2)C(=O)N1 | 10%[57.1 µM] | -1 | -27% | -4 | 0% | 3% | . | -2% | 0%
19 | CCN(CC)CCNC(=O)c1sc2ncccc2c1-n1cccc1 | 1%[57.1 µM] | -3 | -26% | -1 | 3% | 1% | 7.2% | -3% | -1%
20 | CC(C)=C(C#N)c1nc2ccccc2s1 | 7% | 1 | 0% | -5 | -2% | -2% | 0.0% | 0% | 3%
21 | CC(C)(C)c1ccc(SCCc2ccccn2)cc1 | 4%[57.1 µM] | -2 | 5% | -6 | 7% | 3% | 2.1% | -1% | 11%
22 | CC(=O)NCCNc1nc2cc(-c3cnn(CCC(C)C)c3)sc2c(=O)n1C | . | ? | . | -4 | . | -9% | . | -4% | .
23 | CCN1CCN(C(=O)c2cc3cc(Cl)ccc3[nH]2)CC1 | 2% | -2 | -22% | -5&0 | 13% | 0% | -1.3% | 2% | 2%
24 | CCOC(=O)Cn1c(=O)c(-c2ccccc2NCc2ccccc2)nc2ccccc21 | 14%[57.1 µM] | -5 | -5% | -9 | -1% | -1% | . | -4% | 12%
25 | CN1CCN(NC(=O)c2cc(Br)ccc2Cl)CC1 | -2% | -5 | -8% | 0 | 13% | -2% | 1.3% | -4% | -9%

# Compounds above that have a furan ring, fused or not, in the order listed:
no. | compound | TrxR1 substrate | PI4K2A inh | USP1-UAF1 inh | LDHA inh | Vif-APOBEC3F blk | Vif-APOBEC3G blk | RXFP1 agonist | GRP78 ERSR act | mIDH1 inhibitor
3 | O=C(Nc1cccc2nsnc12)c1ccc(-c2ccc(Br)cc2)o1 | 13% | ? | -13% | 16 | -4% | -12% | -0.8% | -2% | 13%
6 | COc1ccc(OC)c(NC(=O)CSc2nccn2Cc2ccco2)c1 | -1% | -2 | -2% | -5 | 2% | -5% | 0.9% | 5% | 6%
9 | CCOC(=O)c1ccc(CS(=O)c2ccc(Cl)cc2)o1 (stereo not drawn) | 11% | 0 | 0% | -1 | -2% | 2% | -4.2% | 1% | 1%
13 | O=C(CN1C(=O)CC(c2ccco2)Sc2ccccc21)NC1CCCCC1 (stereo not drawn) | -2% | -8 | -6% | 0 | 0% | -3% | -0.5% | 1% | -2%

# Later entries.
no. | compound | TrxR1 substrate | PI4K2A inh | USP1-UAF1 inh | LDHA inh | Vif-APOBEC3F blk | Vif-APOBEC3G blk | RXFP1 agonist | GRP78 ERSR act | mIDH1 inhibitor
26 | Cn1c(CCN2CCCCC2)nc2cc(NC(=O)COc3ccc(Cl)cc3)ccc21 | 7%[57.1 µM] | 5 | -21% | 1 | -8% | -12% | 1.1% | -9% | 0%
27 | Nc1nc(Nc2ccccc2)nc(N2CCOCC2)c1[N+](=O)[O-] | -13% | -2 | -2% | -9 | 2% | 0% | 3.4% | 2% | 3%
28 | CC(C)c1ccc(NC(=S)NNC(=O)c2cccs2)cc1 | 2%[57.1 µM] | 2 | -13% | -13 | 8% | 2% | 0.9% | 2% | -13%
29 | O=C1Nc2ccccc2N=C(c2ccccc2)C1N(Cc1ccc(F)cc1)C(=O)c1cccnc1 (stereo not drawn) | . | 3 | . | 1 | . | -11% | . | -2% | .
30 | N#CC1=C2C=Cc3ccccc3N2CCCC1=O | -10% | -3 | -6% | -3 | 0% | 1% | -0.8% | 5% | 3%
31 | O=C(O)c1cccc(Nc2nc(N3CCOCC3)nc(N3CCOCC3)n2)c1 | 6%[57.1 µM] | 3 | -12% | -9 | -17% | 1% | 2.0% | 0% | 6%
32 | CN1CC(=O)N(CC(=O)Nc2cccc3ccccc23)C1=O | -2% | 2 | -22% | 1 | -15% | 2% | . | -1% | 3%
33 | Cc1[nH]c2ccccc2c1C(=O)C(=O)NCCc1c[nH]c2ccccc12 | -9% | -6 | -18% | -5 | 1% | -5% | 0.0% | 0% | -9%
34 | O=C1Nc2ccccc2C1Cc1ccccc1 (stereo not drawn) | -3%[57.1 µM] | 1 | -15% | 0 | -11% | -2% | -1.9% | 0% | 11%
35 | COC(=O)C1=CN(c2cccc(C)c2)C=C(C(=O)OC)C1c1cc(OC)c(O)c([N+](=O)[O-])c1 | -2% | -3 | -17% | 3 | 8% | -1% | 8.1% | 0% | ?
36 | Cc1ccc(/C=N/NC(=O)CN2CCN(Cc3ccccc3Cl)CC2)o1 | -5% | 0 | -20% | -2 | -2% | -5% | -2.7% | 0% | 0%
37 | CCn1c(C)cc(C)c(C#N)c1=O | 6% | -5 | -6% | -2 | ? | 3% | 3.4% | -2% | 3%
38 | COc1ccc(OC)c(NC(=O)c2cn(CC(C)C)c(=O)c3cc(OC)c(OC)cc23)c1 | 0% | 3 | -14% | -8 | -2% | -5% | 0.3% | -3% | 25%
39 | CCN1CCN(c2ccc(NC(=O)COc3ccccc3Cl)cc2)CC1 | 6%[57.1 µM] | 7 | -6% | 2 | 7% | 2% | -0.3% | -3% | 3%
40 | COc1ccc(N/C=C/c2nc(SC)nnc2C)cc1 | 4%[57.1 µM] | -3 | ? | 5 | 22µM* | -18% | 0.3% | -4% | 5%
41 | Cc1ccccc1CN(CC(=O)Nc1cccc([N+](=O)[O-])c1)S(=O)(=O)c1ccc(Cl)cc1 | -12% | 1 | -10% | 3 | -2% | -4% | 1.9% | -3% | 7%
42 | CC1CC(C)(C)CC2(C1)NC(=O)N(CC(=O)Nc1nccs1)C2=O (stereo not drawn) | -12% | -1 | -17% | -2 | -6% | -1% | 2.4% | -6% | 3%
43 | CCN1N=C(C)C=C(c2ccccc2)n2c1nc1ccccc12 | 19% | 7 | -21% | -2 | 6% | 1% | -2.2% | 4% | 8%
